Assay outcomes (PubChem)
Hsp70 displacement – small molecules displacing fluorescent ligand from Hsp70 – biochemical, fluorescence polarization, primary screen (AID 583). Hsp70 fluorescence polarization probe displacement, mP; higher % means a stronger effect. actives 0.06% (n = 140,000). displacement, % at 20 µM, or IC50 in µM where a hit was titrated; in the data active = displacement above about 50%;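 note: plate controls were vehicle for no effect and reference ligand for full effect; a part of the inactive calls stands beside numbers as strong as those of hits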
MKP-3 inhibition – inhibition of rat DUSP6 enzyme activity – biochemical, in vitro, primary screen (AID 425); recombinant MKP-3 phosphatase activity, fluorescence; higher % means a stronger effect; inhibition, % at 20 µM; hits with a dose series show IC50 in µM; actives 0.17% (n = 110,000); in the data active = inhibition above about 50%;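 note: plate controls were vehicle for no effect and reference inhibitor for full effect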
* marks the source's active call; other numbers are inactive results; / = not tested or not shown; & = joins results of further samples. An excerpt. The share of hits here may be higher or lower than overall.

SMILES | Hsp70 displacement | MKP-3 inhibition
Cc1ccc(OCC(=O)Nc2sc3c(c2C(N)=O)CCC(C)C3)c(C)c1 (configuration not stated) | 2.2% | -5%
CSC(=N)/C(C#N)=N/Nc1ccccc1 | -0.7% | 2%
Cc1ccccc1NC(=O)C1(C)Cc2ccccc2C(=O)O1 (configuration not stated) | 10% | /
Cc1ccc(NC(=O)Cn2cnc3sc(C(=O)NCCN(C)C)c(C)c3c2=O)cc1Cl | 3.8% | /
CCCCCCn1c(C)nc2c(c1=O)c1nc3ccccc3nc1n2/N=C/c1ccco1 | 0.3% | /
C=CCSc1nnc(-c2cccnc2)o1 | -1.5% | -1%
Cc1ccc(OCC(=O)NCc2ccc(F)cc2)c(Br)c1 | 5.0% | 6%
COc1ccc(CC(=O)OCc2cc3ccc(C)cc3[nH]c2=O)cc1 | 0.6% | 3%
O=[N+]([O-])c1ccc(N2CCN(c3ccc(C(F)(F)F)cc3[N+](=O)[O-])CC2)cc1NCc1ccccc1 | 6.6% | 7%
COc1ccc(C(=O)NC2CCSC2=O)cc1[N+](=O)[O-] (configuration not stated) | 2.0% | -2%
O=C1CC(c2cccs2)CC2=C1C(c1ccccc1)n1ncnc1N2 (configuration not stated) | -1.7% | 7%
Cc1ccc(CN2CCN(CC3CC4C=CC3C4)CC2)cc1 (configuration not stated) | -0.8% | /
COc1ccc(-c2cc(C(=O)NCc3ccc(Cl)cc3)no2)cc1OC | -2.0% | 4%
CCN(CC)C(=O)Cn1c(=O)n(-c2ccccc2)c(=O)c2c3c(sc21)CCC3 | 18% | /
O=S(=O)(c1ccccc1)N1CCN(CCCc2ccccc2)CC1 | -4.8% | 2%
CC1=C(C(=O)OCCOc2ccccc2)C(c2cccs2)C2=C(CCCC2=O)N1 (configuration not stated) | 2.8% | 3%
O=C(CN1CCN(c2ccccn2)CC1)N1c2ccccc2Sc2ccc(C(F)(F)F)cc21 | 3.0% | 4%
Cc1cccc(/C=N/n2c(C)cc(C)c(C#N)c2=O)c1 | -2.2% | /
CCOC(=O)Cn1c(=O)c2c(nc3n2CCS3)n(C)c1=O | -1.6% | 8%
Cc1onc(-c2ccccc2Cl)c1C(=O)N1CCN(c2ccc(Cl)cc2[N+](=O)[O-])CC1 | -1.6% | 5%
COCCCNc1cc(C)nc2ccccc12 | -2.8% | /
O=S1(=O)CCN2C(Cc3ccc(SC(F)F)cc3)=CSC2=N1 | -1.2% | -2%
Cc1cc(N(C)/N=C/c2cccnc2)nc(-c2ccccc2O)n1 | -0.6% | 18%
CCOC(=O)C1=C(C)N(CCOC)C(=O)/C1=C\c1cc(OC)c(OC)c(OC)c1 | 2.7% | 0%
O=C1C2C3C=CC(C3)C2C(=O)N1c1ncccn1 (configuration not stated) | 5.1% | 1%

Rewritten as labelled records: 2 of the compounds above
O=S1(=O)CCN2C(Cc3ccc(SC(F)F)cc3)=CSC2=N1
  Hsp70 displacement: -1.2%; MKP-3 inhibition: -2%

Cc1cc(N(C)/N=C/c2cccnc2)nc(-c2ccccc2O)n1
  Hsp70 displacement: -0.6%; MKP-3 inhibition: 18%

The list goes on:
SMILES | Hsp70 displacement | MKP-3 inhibition
CC(=Nc1ccc2c(c1)nc(CO)n2C)C1=C(O)CC(C)(C)CC1=O | 4.3% | -20%
CC(=O)c1c(Nc2ccc3c(c2)OCCO3)oc(C)cc1=O | 1.8% | 0%
COc1ccc(C(=O)Nc2sc3c(c2C#N)CC(C)(C)SC3)cc1[N+](=O)[O-] | -0.8% | 4%
O=[N+]([O-])c1ccc2nc(SCc3nc4ccccc4[nH]3)sc2c1 | -3.6% | 4%
CC1=C(C(=O)OC2CCCCC2)C(c2ccc(C)o2)C2=C(CC(C)(C)CC2=O)N1 (configuration not stated) | 1.6% | -4%
O=C(Nc1ccc2c(c1)OCCO2)C1CCN(C(=O)c2ccc(F)cc2)CC1 | 2.2% | -2%
COCCNC(=O)Cn1cnc2c1c(=O)n(C)c(=O)n2C | / | 6%
C=CCc1cccc2cc(C(=O)Nc3ccc(C)c(C)c3)c(=O)oc12 | -3.4% | 1%
CCC(O)CNc1nc(-n2nc(C)cc2C)nc2sc3c(c12)CC(C)(C)OC3 (configuration not stated) | -1.8% | /
CN1C(=O)/C(=C/c2cc(Br)c(Br)o2)SC1=S | 6.0% | -1%
Cc1cccc(OCCC(=O)NCC(c2ccccc2)N(C)C)c1 (configuration not stated) | 4.0% | -7%
COc1ccc(C2(C(=O)NCCN3CCOCC3)CCOCC2)cc1 | -2.0% | -6%
CSC1=C(C#N)C(c2ccccc2C)C(C#N)=C(N)N1 (configuration not stated) | 3.0% | 0%
Nc1nc(SCC(=O)NCc2ccco2)[nH]c(=O)c1-c1ccccc1 | 6.1% | -18%
CCC(=O)NCCc1cc2ccc(C)c(C)c2[nH]c1=O | 0.2% | 1%
Fc1ccc(-c2nnc(CN3CCC(c4nc5ccccc5s4)CC3)o2)cc1 | -4.2% | -7%
CCCCC1=NN(C(=O)c2cocc2C)C(O)(C(F)(F)F)C1 (configuration not stated) | 0.1% | /
CC(=O)Nc1ccccc1NC(=O)Cc1cccs1 | 0.2% | 6%
Cc1sc2ncnc(N3CCC(C)CC3)c2c1C | 0.5% | /
CCCOc1ccc(C(=O)N2CCc3ccccc32)cc1 | -1.2% | 1%
Clc1ccc(OCCn2ccnc2)c2ccccc12 | 2.0% | -8%
Cc1ccc2c(CC(=O)O)coc2c1C | 0.1% | -1%
O=c1[nH]c2ccc(Cl)cc2c(-c2ccccc2)c1N1CCOCC1 | -1.0%&-4.1% | -8%&3%
CC(=O)Oc1ccc2c(C)c(C)c(=O)oc2c1 | -5.1% | 3%
O=C(O)CCCCCN1C(=O)C2CCCCC2C1=O (configuration not stated) | 6.9% | /

Next entries
SMILES | Hsp70 displacement | MKP-3 inhibition
Cc1ccc(C)n1/N=C1/NC(=O)CS1 | 3.4% | 0%
CC(C)(C)OC(=O)NCCCCCc1nnc(SCC(=O)Nc2cccc(Cl)c2)o1 | 1.5% | -16%
COc1ccc(N=C2SC(C(=O)N3CCN(c4ccccc4)CC3)CC(=O)N2C)cc1 (configuration not stated) | 5.5% | 2%
CC(=O)NCCN=Cc1c(O)[nH]c2ccccc12 | -4.0% | 0%
COc1cc(N2C(=O)c3ccccc3C2=O)c(Cl)cc1C(=O)OCC(=O)NCc1ccco1 | -1.0% | -13%
O=c1c2oc3ccccc3c2ncn1Cc1ccccc1Cl | / | 12%
CCC(C)NC(=O)CN(c1ccc(C)c(Cl)c1)S(C)(=O)=O (configuration not stated) | 1.7% | 1%
CCCNC(=O)c1ccccc1C(=O)NCCC | 3.8%&4.1% | 4%&-2%
Cc1cc(C)c2c(n1)nn1c(NCCOCCO)cc(C)nc21 | -0.5% | -3%
CCOc1ccccc1NC(=O)COn1nnc2ccccc21 | -2.4% | /
CN(CC(=O)N1CCN(c2ccccn2)CC1)S(=O)(=O)c1ccc(Br)cc1 | -0.8% | -5%
Cc1cccc(N2C(=O)CSC2=O)c1 | 2.9% | 0%
Cc1ccc(S(=O)(=O)NC(=O)Nc2ccc(Cl)cn2)cc1 | 3.5% | -9%
CCN(CC)CCCNc1nnc(C)c(=O)[nH]1 | 1.3% | -5%
Fc1ccc(NCc2nnc(SCc3nnc(-c4ccccc4)o3)n2CC2CCCO2)cc1 (configuration not stated) | 6.7% | -4%
COc1ccccc1OCC(=O)NNC(=O)c1cccnc1 | 3.8% | 0%
COc1ccc(CCN(C(=O)/C=C/C(=O)O)C2CC(=O)N(c3ccccc3)C2=O)cc1 (configuration not stated) | -9.7% | -1%
CCN(CC)c1ccc2c(c1)CCCN2 | 4.5% | 0%
CCc1nnc(NC(=O)[C@@H]2CCCN2S(=O)(=O)c2ccc3c(c2)OCCO3)s1 | -2.9% | /
CCCCOc1ccc(C(=O)Nc2ccncc2)cc1 | 10% | -11%
CCCOc1ccc(N2C(=O)CC(Nc3ccc(C(=O)OC)cc3)C2=O)cc1 (configuration not stated) | 0.7% | 0%
O=C1c2c(Cl)c(Cl)c(Cl)c(Cl)c2C(=O)N1c1cc2c(cc1Br)OCCO2 | 3.4% | 1%
Cc1cc(C)cc(Nc2cc(C)nc3nc(C)nn23)c1 | 3.8% | -12%
CCN(CC)c1ccc(NC(=O)c2cccc(OC)c2)cc1 | -2.5% | 4%
COc1cc(/C=C2\C(=O)NC(=O)N(c3ccc(Cl)cc3)C2=O)c([N+](=O)[O-])cc1OC | 3.2% | 4%

Following part.
SMILES | Hsp70 displacement | MKP-3 inhibition
CCN(CC)CCCNS(=O)(=O)c1ccc([N+](=O)[O-])cc1 | 2.4% | 2%
CC(=O)N1c2ccccc2NC2=C(C(=O)CC(C)(C)C2)C1c1ccc(Cl)cc1 (configuration not stated) | 2.6% | 0%
O=[N+]([O-])c1ccc(O)c(/C=N/Nc2nnc(-c3ccccc3)c(-c3ccccc3)n2)c1 | 2.9% | 2%
CCOC(=O)C1C(=O)OC2(CCCCC2)C1C(=O)OCC (configuration not stated) | 0.3%&1.5% | 4%
Cc1ccc(OCC(=O)NCCN2CCCC2)cc1 | -3.0% | -6%
O=C1NC(c2ccccc2)(C(F)(F)F)SC2=CCCCCN12 (configuration not stated) | -4.4% | -3%
Cn1c(=O)c2c(nc(N3CCOCC3)n2CCNC2=NCCC2)n(C)c1=O | -1.3% | /
CCOC(=O)CNc1c(-c2ccc(O)cc2)nc2ccccn12 | -0.5% | -3%
CCOc1ccc(C(=O)Nc2ccc(O)c(-c3nc4ccccc4s3)c2)cc1Br | -23% | 2%
CCCn1nc(Oc2nc(NCC)nc(NCC)n2)ccc1=O | 2.4% | /
COC(=O)c1c(NC(=O)CCc2ccccc2)sc2c1CCCC2 | 3.3% | 1%
CCCn1c(SCC(=O)Nc2ccc3c(c2)OCCO3)nnc1-c1ccco1 | 7.4% | -8%
C=CCc1ccccc1OCCOc1c(I)cc(/C=N/n2cnnc2)cc1OC | 2.3% | 4%
COc1ccc(-c2nc(N)ncc2Oc2ccccc2Br)c(O)c1 | -2.9% | -3%
COc1cccc(N(C(=O)c2cnccn2)C(C(=O)NC2CCCCC2)c2ccc(Cl)cc2)c1 (configuration not stated) | -4.4% | /
Cc1cc(C(F)F)n2ncc(C(=O)NCc3ccccc3C(F)(F)F)c2n1 | 1.0% | 8%
Nc1nnnn1Cc1nc2ccccc2[nH]1 | 3.5% | 6%
O=C(Oc1ccc(-c2ccccc2)cc1)N1CCOCC1 | 1.6% | -5%
CSc1ccc(S(=O)(=O)Nc2c(C)cccc2C)cc1 | 5.5% | -8%
CCOC(=O)C1=C(O)/C(=C/c2ccc(Cl)cc2)SC1=Nc1ccc(C)cc1 | -3.4% | 0%
Cc1cc(=O)[nH]c(Cc2ccc(OC(C)C)cc2)n1 | 0.4% | -6%
COc1cc2nc(SCC(=O)NCCc3ccccc3)n(Cc3ccco3)c(=O)c2cc1OC | 4.8% | -1%
C=CCN1C(=O)/C(=C\c2ccc(-c3ccc([N+](=O)[O-])cc3Cl)o2)C(=O)NC1=S | 3.2% | 5%
C=CCn1c(O)c(N=NC(=O)c2ccc(Cl)c([N+](=O)[O-])c2)c2cc(Br)ccc21 | 0.9% | 0%
CCOC(=O)c1c(C)n(CC(O)c2ccccc2)c2ccc(O)cc12 (configuration not stated) | 9.0% | 8%

Quoted from the listing.
`Clc1ccc(OCCn2ccnc2)c2ccccc12` in Hsp70 displacement → 2.0%
`O=C(O)CCCCCN1C(=O)C2CCCCC2C1=O` (configuration not stated) in Hsp70 displacement → 6.9%
`CC1=C(C(=O)OCCOc2ccccc2)C(c2cccs2)C2=C(CCCC2=O)N1` (configuration not stated) in Hsp70 displacement → 2.8%
`COC(=O)c1c(NC(=O)CCc2ccccc2)sc2c1CCCC2` in MKP-3 inhibition → 1%
`CCOC(=O)C1=C(C)N(CCOC)C(=O)/C1=C\c1cc(OC)c(OC)c(OC)c1` in Hsp70 displacement → 2.7%

One compound at a time, from the list above. Screens in order: Hsp70 displacement	MKP-3 inhibition
Cc1ccc(OCC(=O)NCCN2CCCC2)cc1 is listed as -3.0%	-6%
CCOc1ccc(C(=O)Nc2ccc(O)c(-c3nc4ccccc4s3)c2)cc1Br is listed as -23%	2%

Additional compounds:
SMILES | Hsp70 displacement | MKP-3 inhibition
CCn1ncc(C2=NOC(C(=O)N3CCC(C(N)=O)CC3)C2)c1C (configuration not stated) | -7.1% | -5%
CCOC(=O)Cc1cc(=O)[nH]c(Nc2nc3ccccc3o2)n1 | 4.8% | -9%
CC(=O)OCC12COC(C)(CC1C)CC2C (configuration not stated) | -0.1% | 0%
COc1cc(OC)c(C2Oc3nc(SC)nnc3-c3ccccc3N2C(C)=O)cc1OC (configuration not stated) | -3.4% | 4%
CC1CCCCN1C(=O)/C=C/c1ccc(F)cc1 (configuration not stated) | -0.2% | -1%
COc1ccccc1CCN1C(=S)NC(C)(C)CC1(C)O (configuration not stated) | 2.4% | /
COc1ccc(NC(=O)CN2CCN(C(=O)c3ccco3)CC2)c(OC)c1 | -0.2% | /
O=C(COc1cc(Cl)c(Cl)cc1Cl)Nc1ccncc1 | 2.4% | -2%

Retrieved one by one from the entries so far:
SMILES | Hsp70 displacement | MKP-3 inhibition
Fc1ccc(-c2nnc(CN3CCC(c4nc5ccccc5s4)CC3)o2)cc1 | -4.2% | -7%
Cc1ccc(OCC(=O)NCCN2CCCC2)cc1 | -3.0% | -6%
CSC1=C(C#N)C(c2ccccc2C)C(C#N)=C(N)N1 (configuration not stated) | 3.0% | 0%
CC1=C(C(=O)OC2CCCCC2)C(c2ccc(C)o2)C2=C(CC(C)(C)CC2=O)N1 (configuration not stated) | 1.6% | -4%
